Screens (PubChem BioAssay)
GRK2 aptamer HTS = blocks RNA aptamer binding to human GRK2; bead flow cytometry, FAM-aptamer displacement from GRK2; inhibition of aptamer binding, % at 10 µM; 0.59% of 330,000 active;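 active means inhibition of aptamer binding above 40%, roughly 3 SD of noise, on plates passing a quality check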;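 further: median bead fluorescence of bound FAM aptamer so fluorescent compounds give negative values; no value below 0 was filed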
Target sequence (P25098 whole entry, looked up): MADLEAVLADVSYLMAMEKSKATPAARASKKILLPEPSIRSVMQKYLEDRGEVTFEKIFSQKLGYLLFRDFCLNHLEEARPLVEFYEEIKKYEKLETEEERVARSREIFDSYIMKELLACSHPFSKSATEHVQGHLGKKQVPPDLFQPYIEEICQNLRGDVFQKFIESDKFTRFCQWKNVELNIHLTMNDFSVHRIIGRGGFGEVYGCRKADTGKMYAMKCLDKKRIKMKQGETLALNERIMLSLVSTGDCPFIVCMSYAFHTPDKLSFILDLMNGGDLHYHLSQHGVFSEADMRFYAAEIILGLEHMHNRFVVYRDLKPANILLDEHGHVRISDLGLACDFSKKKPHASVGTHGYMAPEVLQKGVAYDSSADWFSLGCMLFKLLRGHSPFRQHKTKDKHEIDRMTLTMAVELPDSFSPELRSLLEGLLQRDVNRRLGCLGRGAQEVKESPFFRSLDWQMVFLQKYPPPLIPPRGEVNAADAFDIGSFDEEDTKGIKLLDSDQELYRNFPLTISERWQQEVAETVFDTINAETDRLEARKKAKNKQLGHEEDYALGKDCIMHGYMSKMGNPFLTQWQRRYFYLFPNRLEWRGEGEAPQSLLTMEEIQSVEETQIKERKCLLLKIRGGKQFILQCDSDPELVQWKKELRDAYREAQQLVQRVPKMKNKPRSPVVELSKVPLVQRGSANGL
VLA-4 inh = inhibition in a human VLA-4 binding assay; inhibition, % (about 7 µM as worked out from the volumes in the protocol); AID 2557; VLA-4 expressing cells, ligand binding flow cytometry; P13612; 0.2% of 330,000 active; in the data active means inhibition above about 50%
CIT2 TOR yeast = alters CIT2-GFP fluorescence in TOR pathway yeast screen. S. cerevisiae CIT2-GFP strain, flow cytometry, 3 h; 100 means same as DMSO wells. GFP response vs DMSO, % at 10 µM. 0.065% of 320,000 active. AID 2029;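 active means GFP response relative to DMSO above a set limit, near the screen mean plus 3 SD, cut at about 150% in these data; inconclusive means Fewer than 70 cells measured for a yeast strain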;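 further: ratio of well median GFP fluorescence to mean of DMSO wells on the plate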
MEP2 TOR yeast = alters MEP2-GFP fluorescence in TOR pathway yeast screen; S. cerevisiae MEP2-GFP strain, flow cytometry GFP, 3 h; 100% = DMSO control level; GFP response vs DMSO, % at 10 µM; 0.51% of 330,000 active; AID 2016;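 active means GFP response versus DMSO above a set limit, roughly screen mean plus 3 SD, cut at about 180% in these data; inconclusive means fewer than 70 cells counted for a yeast strain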;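 further: median GFP fluorescence of the barcode-gated MEP2-GFP cells per well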
LAP4 TOR yeast = yeast TOR pathway LAP4-GFP modulation | S. cerevisiae LAP4-GFP multiplex, flow cytometry GFP, 3 h; median GFP as percent of DMSO wells | GFP response vs DMSO, % at 10 µM | 0.34% of 320,000 active | AID 2023;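 active means GFP response vs DMSO above a set limit, about the screen mean plus 3 SD, cut at about 150% in these data; inconclusive means under 70 cell events counted for the yeast strain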
AGP1-GFP MLPCN = yeast TOR pathway AGP1-GFP modulation | GFP response vs DMSO, % at 10 µM | 0.02% of 320,000 active | S. cerevisiae AGP1-GFP multiplex flow cytometry, 3 h; GFP as percent of DMSO wells;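 active means GFP response relative to DMSO above a set limit, near screen average plus 3 SD, cut at about 150% in these data; inconclusive means fewer than 70 cells counted for the yeast strain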;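 further: median GFP channel fluorescence of the gated AGP1 strain per well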
RPL19A TOR yeast = modulators of TOR pathway RPL19A-GFP in S. cerevisiae | percent response vs DMSO, % at 10 µM | S. cerevisiae RPL19A-GFP strain, flow cytometry, 3 h; stronger effect = lower value | 0.3% of 330,000 active | AID 2025;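 active means percent response vs DMSO below 50%; inconclusive means fewer than 70 events counted for the yeast strain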;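 further: median channel GFP fluorescence of the barcoded RPL19A-GFP strain; ratio of sample median GFP to plate DMSO average so 100% = DMSO; lower means less RPL19A-GFP as with rapamycin TOR inhibition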
CR mimetic SO = yeast age-related superoxide inhibition as caloric restriction mimetic. S. cerevisiae aged cells, superoxide DHE fluorescence; stronger effect = lower value. superoxide response (% of plate mean), % at 10 µM. 0.18% of 330,000 active. AID 2690;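 active means superoxide response under a set limit, about three screen SD below normal, cut at about 65% in these data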;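 further: yeast aged for seven days with compound at 30 °C before DHE staining; 100% = average MFI of all compound-treated wells on the plate with controls excluded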
Active calls of the source: *; ? = inconclusive; / = not tested or not shown; [ ] = remark or other dose.

SMILES | GRK2 aptamer HTS | VLA-4 inh | CIT2 TOR yeast | MEP2 TOR yeast | LAP4 TOR yeast | AGP1-GFP MLPCN | RPL19A TOR yeast | CR mimetic SO
O=C(CN1CCN(Cc2ccc(Cl)cc2)CC1)N1CCc2ccccc21 | 0 | 5 | 112 | 108 | 102 | 107 | 105 | 98
CCc1nc(CNC(=O)C2CCC(=O)N(CCc3cccc(F)c3)C2)no1 (stereo not drawn) | 0 | -6 | 84 | 89 | 83 | 86 | 101 | 87
COC(=O)COc1ccccc1/C=C1/NC(=O)NC1=O | 3 | 21 | 105 | 109 | 104 | 106 | 106 | 112
C=CCSC1=NC(=O)/C(=C/c2cccs2)S1 | 0 | 13 | 69 | 94 | 104 | 83 | 95 | 100
Cc1c(N(C)S(=O)(=O)c2cccc(C(=O)NCC3CCCO3)c2)c(=O)n(-c2ccccc2)n1C (stereo not drawn) | 1 | 0 | 97 | 99 | 111 | 105 | 108 | 102
COCC(C)NS(=O)(=O)c1ccc(NC(=O)c2ccccn2)cc1 (stereo not drawn) | 1 | 0 | 105 | 103 | 107 | 107 | 103 | 98
COc1cccc(/C=N/NC(=O)c2ccc3nc[nH]c3c2)c1 | 0 | 7 | 97 | 100 | 120 | 109 | 104 | 103
CCOc1ccc(-c2cnc(NCc3cccc4ccccc34)n2CCOC)cc1 | 0 | -10 | 113 | 102 | 81 | 109 | 106 | 94
Cc1cc(C)nc(NC(=O)c2c(C(=O)O)noc2C)n1 | 0 | -2 | 104 | 107 | 93 | 102 | 107 | 94
CCOc1ccc(N2C(=O)CC(Cc3ccccc3OC)C2=O)cc1 (stereo not drawn) | 8 | 8 | 97 | 96 | 96 | 97 | 102 | 104
CCNc1cc(O)ccc1C | 0 | -63 | 109 | 103 | 111 | 103 | 101 | 107
CNC(=O)CSc1nc(SC)ns1 | 1 | -2 | 103 | 104 | 99 | 96 | 104 | 112
CC1(C)CC(Cc2nc(=S)[nH][nH]2)C(=O)O1 (stereo not drawn) | 0 | 9 | 101 | 104 | 84 | 101 | 106 | 78
Cc1ccc(NC(=O)COC(=O)C2=COCCO2)cc1 | 1 | 9 | 95 | 98 | 97 | 97 | 92 | 101
Cc1ccc(Nc2cc(-n3cccn3)ncn2)c(C)c1 | 0 | 0 | 95 | 100 | 109 | 94 | 93 | 115
COc1ccc(-n2c(SCC(=O)Nc3ccc4c(c3)OCO4)nc3ccccc3c2=O)cc1 | 0 | -10 | 92 | 105 | 101 | 93 | 96 | 90
CCOc1ccc(NC(=O)N(CCN2CCOCC2)Cc2ccc3c(c2)CCCN3CC)cc1 | 0 | -3 | 91 | 93 | 94 | 91 | 91 | 101
Cc1cccc(C)c1OCC(=O)Nn1c(COc2ccccc2)nc2ccccc2c1=O | 2 | 10 | 98 | 98 | 92 | 103 | 97 | 106
Cc1cccc(NC(=O)CN2C(=O)CCSc3ccc(S(=O)(=O)N4CCOCC4)cc32)c1C | 18 | 10 | 97 | 88 | 85 | 96 | 95 | 82
CCOC(=O)c1cnc(SCC(=O)Nc2ccc(NC(C)=O)c(OC)c2)nc1N | 6 | -5 | 103 | 97 | 93 | 105 | 100 | 93
Cc1cc(C)n(/N=C/c2ccccc2O)c(=O)c1 | 0 | 1 | 94 | 102 | 100 | 101 | 98 | 112
O=C(NC1CCCCC1)C(c1cccnc1)N(C(=O)c1ccc(Cl)nc1)C1CCCCC1 (stereo not drawn) | 0 | -1 | 98 | 90 | 97 | 100 | 97 | 89
COc1ccccc1NC(=O)c1c(N=Cc2cccc([N+](=O)[O-])c2)cnn1C | 0 | 7 | 93 | 106 | 102 | 103 | 97 | 92
CC(=O)Nc1ccc(S(=O)(=O)NCC2CCC(C(=O)NCCC3=CCCCC3)CC2)cc1 (stereo not drawn) | 3 | -18 | 101 | 106 | 97 | 103 | 99 | 110
CC1(C)CC(=O)C2=C(C1)Nc1ccccc1NC2c1ccc2c(c1)OCO2 (stereo not drawn) | 0 | 1 | 94 | 104 | 98 | 108 | 108 | 98
Next part.
SMILES | GRK2 aptamer HTS | VLA-4 inh | CIT2 TOR yeast | MEP2 TOR yeast | LAP4 TOR yeast | AGP1-GFP MLPCN | RPL19A TOR yeast | CR mimetic SO
Cn1c(SCC(=O)Nc2nccs2)nnc1-c1ccc(S(=O)(=O)N2CCCC2)cc1 | 3 | 8 | 98 | 106 | 104 | 95 | 101 | 143
CC(C)NC(=O)Nc1cccc2c1O[C@H](CN(C)S(=O)(=O)c1cccs1)[C@@H](C)CN([C@H](C)CO)C2=O | 0 | -15 | 91 | 88 | 87 | 91 | 86 | 96
S=C(NCc1ccccc1)NCc1ccco1 | 0 | 0 | ? | ? | 78[may fluoresce red and violet] | ? | ? | 112
Cc1ccccc1CC1(CO)CCCN(C(=O)c2cccc(Cl)c2)C1 (stereo not drawn) | 0 | -1 | 85 | 99 | 107 | 104 | 102 | 102
CC(C)c1ccc(CNc2ccc([N+](=O)[O-])cn2)cc1 | 1 | -2 | 80 | 94 | 102 | 87 | 92 | 104
COc1cc(OC)c(OC)cc1/C=N/NC(=O)c1ccc(CSc2nc(C)cc(C)n2)cc1 | 0 | 8 | 95 | 95 | 96 | 103 | 96 | 106
CCn1c(=O)c(CCC(=O)N2CCN(c3ccccn3)CC2)c(C)c2c(C)nn(-c3ccccc3)c21 | 0 | -6 | 99 | 104 | 103 | 97 | 99 | 110
c1ccc(CN2CCC(Nc3nc(-c4cccs4)nc4ccccc34)CC2)cc1 | 0 | 18 | 93 | 90 | 100 | 99 | 90 | 101
COCCN1Cc2c(sc(C)c2C)N(C(=O)c2ccccc2)C1 | 0 | -4 | 104 | 107 | 106 | 110 | 101 | 79
O=C1C(=O)N(CCN2CCOCC2)C(c2cccc(Cl)c2)/C1=C(\O)c1ccc2c(c1)OCCO2 (stereo not drawn) | 2 | 2 | 107 | 136 | 93 | 27 | 50 | 121
CCS(=O)(=O)Nc1cc(OC)c(OC)cc1Cc1nccc2cc(OC)c(OC)cc12 | 1 | 9 | 98 | 98 | 100 | 104 | 99 | 98
Cc1nnc(SCC(=O)NNC(=O)c2ccco2)s1 | 2 | 13 | 99 | 100 | 100 | 107 | 95 | 103
CCCN1C(=O)/C(=C/c2c(N3CCNC(=O)C3CC(=O)OCC)nc3c(C)cccn3c2=O)SC1=S (stereo not drawn) | 0 | -205 | 112 | 98 | 113 | 82 | 89 | 99
CCN(CC)S(=O)(=O)c1ccc(C)c(NC(=S)N2CCN(c3ccccn3)CC2)c1 | 0 | 7 | 97 | 98 | 95 | 96 | 98 | 97
Cc1cc(NC(=O)c2ccc(NC(=O)CC(C)C)cc2)no1 | 0 | -18 | 103 | 95 | 95 | 106 | 101 | 119
CCC(Oc1ccccc1)C(=O)Nc1ccc(C)c(S(=O)(=O)N2CCOCC2)c1 (stereo not drawn) | 2 | 23 | 99 | 103 | 111 | 106 | 102 | 100
CCCn1c(N)c(C(=O)CSc2nnc(C3CC3)n2Cc2ccccc2)c(=O)[nH]c1=O | 3 | -4 | 106 | 99 | 99 | 100 | 100 | 77
COc1ccccc1NC(=O)C1=C(C)NC2=C(C(=O)CCC2)C1c1ccc(C)o1 (stereo not drawn) | 0 | -13 | 105 | 104 | 100 | 104 | 102 | 100
CC1CCCC(NC(=O)COC(=O)COc2ccccc2Cl)C1C (stereo not drawn) | 4 | -9 | 89 | 87 | 98 | 94 | 92 | 97
CCOc1ccc(CNC(=O)CCCC(=O)n2nc(C)c3ccccc32)cc1 | 2 | -4 | 98 | 95 | 88 | 91 | 99 | 112
Cc1nn(Cc2ccc(Cl)c(Cl)c2)c(C)c1NC(=O)c1cc(C2CC2)on1 | 0 | 55* | 98 | 105 | 96 | 102 | 100 | 88
Cc1cc(C)n(-c2ccc(Oc3ccccc3)c(S(=O)(=O)O)c2)n1 | 15 | 8 | 96 | 100 | 102 | 103 | 101 | 105
Cc1nn(CC(=O)NCCCN2CCCCC2)c(=O)c2cc(-c3ccccc3)nn12 | 0 | -63 | 101 | 99 | 90 | 104 | 100 | 106
COCC(C)n1c(SCC(=O)N2CCOCC2)nc2ccccc2c1=O (stereo not drawn) | 0 | -10 | 116 | 109 | 99 | 100 | 99 | 83
COc1cc(OC)c(NC(=O)c2sc3ncn(CC(=O)N4CCN(c5ccccn5)CC4)c(=O)c3c2C)cc1Cl | 2 | 15 | 100 | 88 | 88 | 100 | 99 | 99

Continued, starting with the last six of the part before.
SMILES | GRK2 aptamer HTS | VLA-4 inh | CIT2 TOR yeast | MEP2 TOR yeast | LAP4 TOR yeast | AGP1-GFP MLPCN | RPL19A TOR yeast | CR mimetic SO
CCOc1ccc(CNC(=O)CCCC(=O)n2nc(C)c3ccccc32)cc1 | 2 | -4 | 98 | 95 | 88 | 91 | 99 | 112
Cc1nn(Cc2ccc(Cl)c(Cl)c2)c(C)c1NC(=O)c1cc(C2CC2)on1 | 0 | 55* | 98 | 105 | 96 | 102 | 100 | 88
Cc1cc(C)n(-c2ccc(Oc3ccccc3)c(S(=O)(=O)O)c2)n1 | 15 | 8 | 96 | 100 | 102 | 103 | 101 | 105
Cc1nn(CC(=O)NCCCN2CCCCC2)c(=O)c2cc(-c3ccccc3)nn12 | 0 | -63 | 101 | 99 | 90 | 104 | 100 | 106
COCC(C)n1c(SCC(=O)N2CCOCC2)nc2ccccc2c1=O (stereo not drawn) | 0 | -10 | 116 | 109 | 99 | 100 | 99 | 83
COc1cc(OC)c(NC(=O)c2sc3ncn(CC(=O)N4CCN(c5ccccn5)CC4)c(=O)c3c2C)cc1Cl | 2 | 15 | 100 | 88 | 88 | 100 | 99 | 99
O=C(CCN1C(=O)/C(=C/c2cccs2)SC1=S)NNC(=O)c1cccc(O)c1 | 0 | -3 | 95 | 106 | 102 | 111 | 105 | 88
COc1ccc(-c2nc(CS(=O)CC(=O)N3CCN(C)CC3)c(C)o2)cc1 (stereo not drawn) | 0 | 13 | 94 | 109 | 96 | 98 | 101 | 102
COC(=O)c1ccc(CSC(=N)N)o1 | 4 | 13 | 107 | 106 | 90 | 107 | 109 | 93
CCOC(=O)C1C(c2cccc(Cl)c2Cl)NC(=O)NC1(O)C(F)(F)F (stereo not drawn) | 0 | -14 | 114 | 110 | 109 | 110 | 107 | 95
COc1ccc(C2=NN(C(=O)CCCC(=O)O)C(c3cccs3)C2)cc1OC (stereo not drawn) | 0 | 0 | 98 | 100 | 96 | 102 | 100 | 121
N#CCC(=O)Nc1ccc(C(=O)OCC(=O)NC(=O)Cc2ccccc2)cc1 | 2 | 1 | 97 | 94 | 102 | 95 | 95 | 112
O=C(NCCNC(=O)c1ccco1)c1cccc(F)c1 | 0 | -17 | 101 | 103 | 97 | 102 | 99 | 99
O=C1C(=O)N(CCCn2ccnc2)C(c2ccc(Br)cc2)/C1=C(\O)c1ccc2c(c1)OCCO2 (stereo not drawn) | 3 | 17 | 93 | 96 | 95 | 99 | 98 | 100
O=C(NNC(=O)c1cccs1)c1cccnc1 | 0 | -4 | 95 | 97 | 86 | 92 | 92 | 90
CSCCCNC(=S)Nc1cccc(S(=O)(=O)NC2=NCCC2)c1 | 0 | 6 | 92 | 97 | 89 | 94 | 99 | 102
CC1(C)CC(=O)C(CC(=O)NC2CCCc3ccccc32)C(=O)C1 (stereo not drawn) | 7 | -3 | 91 | 103 | 98 | 106 | 111 | 96
O=C(CCN1C(=O)COc2ccccc21)NCCCN1CCN(c2ccc(F)cc2)CC1 | 8 | -7 | 101 | 108 | 96 | 105 | 99 | 93
CC(C)c1nc(C#N)c(N2CCOCC2)o1 | 0 | 37 | 109 | 108 | 100 | 103 | 103 | 109
OC(COCc1ccccc1)CN1CCc2ccccc2C1 (stereo not drawn) | 6 | / | 97 | 111 | 108 | 100 | 101 | 101
